Bioassay records as filed in PubChem.
DUSP3 inh: inhibitors of human VHR1 phosphatase (DUSP3); P51452; recombinant VHR phosphatase, colorimetric substrate read-out; inhibition, % at 20 µM; 50,000 tested, 0.7% active; AID 1992; in the data active means inhibition above about 60%; further: some results filed as inactive read as strong as hits
Target sequence (P51452 whole entry, looked up): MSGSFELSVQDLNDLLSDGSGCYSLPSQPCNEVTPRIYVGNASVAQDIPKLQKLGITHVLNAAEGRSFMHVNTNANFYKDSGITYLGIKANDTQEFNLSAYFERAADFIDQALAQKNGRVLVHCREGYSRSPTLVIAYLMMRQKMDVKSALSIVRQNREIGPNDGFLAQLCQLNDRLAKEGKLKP
* = called active by the depositor. These rows are one share of the data. The share of hits here may be higher or lower than overall.

Start of the listing, in advance (six entries):
SMILES	DUSP3 inh
Cc1ccc(N2C(=O)c3ccc(C(=O)O)cc3C2=O)c(C)c1	-17.0
O=C1C2C3C=CC(C3=C3C4CC5CC(C4)CC3C5)C2C(=O)N1c1cc(Cl)cc(Cl)c1 (centres undefined)	-1.4
Cc1onc(-c2c(Cl)cccc2Cl)c1C(=O)N1CCC(Cc2ccccc2)CC1	4.4
CCN(CC)Cc1c(O)ccc2c(-c3ccccc3)cc(=O)oc12	3.2
CCOC(=O)c1ccc(NC(=O)/C(=C/c2ccccc2)c2ccccc2)cc1	22.5
COC(=O)c1cc(NC(=O)/C=C/c2ccc(F)cc2)cc(C(=O)OC)c1	18.7

Main list, from the first entry:
SMILES	DUSP3 inh
Cc1ccc(N2C(=O)c3ccc(C(=O)O)cc3C2=O)c(C)c1	-17.0
O=C1C2C3C=CC(C3=C3C4CC5CC(C4)CC3C5)C2C(=O)N1c1cc(Cl)cc(Cl)c1 (centres undefined)	-1.4
Cc1onc(-c2c(Cl)cccc2Cl)c1C(=O)N1CCC(Cc2ccccc2)CC1	4.4
CCN(CC)Cc1c(O)ccc2c(-c3ccccc3)cc(=O)oc12	3.2
CCOC(=O)c1ccc(NC(=O)/C(=C/c2ccccc2)c2ccccc2)cc1	22.5
COC(=O)c1cc(NC(=O)/C=C/c2ccc(F)cc2)cc(C(=O)OC)c1	18.7
COCCOC(=O)c1ccc(NC(=O)c2ccc(Cl)cc2)cc1	-6.7
CC1CCN(C(=O)CCCOc2ccc(Cl)cc2Cl)CC1	-4.2
O=[N+]([O-])c1ccc(Cl)cc1NCCOc1cccc2ccccc12	-10.6
CCCNC(=O)CC12CC3CC(C1)CC(CC(=O)NCCC)(C3)C2	0.9
CN1C(=S)N(c2ccccc2)C(C)(O)CC1(C)C (centres undefined)	-7.5
COc1cccc(/C=C2/SC(=O)N(CNc3ccc(I)cc3)C2=O)c1	-40.6
CC(/C=C/c1ccco1)=N/NC(=O)c1ccc([N+](=O)[O-])cc1	-4.7
CCCC(=O)C1=C(N2CCCCC2)CC(C)(C)C(C(=O)OC)C1=O (centres undefined)	-7.3
Cc1cc(F)c(F)cc1C(=O)n1nnc2ccccc21	0.5
COc1c(Cl)cc(C(=O)Nc2c(C)cccc2C)cc1Cl	-10.6
Cc1ccc2sc(-c3ccc(NCc4ccc5c(c4)OCO5)cc3)nc2c1	1.2
O=C(Nc1c(C(=O)N2CCOCC2)cnn1-c1ccccc1)c1ccccc1	-7.2
CC(=O)C1=C(O)C(=O)N(CCN(C)C)C1c1cccc([N+](=O)[O-])c1 (centres undefined)	-5.6
Cc1cc(Cl)ccc1NC(=O)CN(Cc1ccccc1)S(=O)(=O)c1ccccc1	-12.8
CN(C)CCCN1C(=O)C2CC3=C(CC2C1=O)C(C)(C)CCC3 (centres undefined)	11.3
O=C1C=C(Nc2ccccc2)C(=O)N1Cc1ccccc1	-18.4
O=c1[nH]c(=O)n(-c2ccccc2Cl)c(O)c1C=Nc1ccc2c(c1)OCO2	-14.0
Cc1ccc(-n2c(C)cc(/C=N/NC(N)=O)c2C)cc1C	9.9
CC1=C(C(=O)Nc2ccccc2C)C(c2ccc(F)cc2)NC(=O)N1 (centres undefined)	-26.1
(next part)
SMILES	DUSP3 inh
NC(=O)c1ccc(N2CCOCC2)c([N+](=O)[O-])c1	-16.2
CC(C)C12CN3CC(C(C)C)(CN(C1)C3c1ccc(O)cc1O)C2=O (centres undefined)	-13.1
COc1ccc(NC(=O)C2=C(C)NC(=S)NC2c2ccccc2F)cc1 (centres undefined)	-5.7
CCOc1ccc(N2C(=O)CC(NCc3ccc(Cl)cc3Cl)C2=O)cc1 (centres undefined)	12.1
C=CCc1cc(/C=C2\C(=O)NC(=O)N(c3cc(C)cc(C)c3)C2=O)cc(OC)c1O	-1.6
COc1ccc(OC)c(N=Cc2c(O)n(-c3ccccc3Cl)c(=O)[nH]c2=O)c1	-11.7
COc1ccccc1C=C1C(=O)c2ccccc2C1=O	-13.0
NC(=O)C1CCN(C(=O)c2cccc(Br)c2)CC1	-9.3
CCOC(=O)c1cnn(-c2ccccc2)c1NC(=O)c1ccccc1C	-6.7
COc1cc(/C=C2\SC(=S)N(Cc3ccccc3)C2=O)cc(Br)c1O	-3.5
COc1cc(/C=C2/C(=O)NC(=S)N(c3ccccc3)C2=O)ccc1OCc1ccc([N+](=O)[O-])cc1	19.1
CCOC(=O)c1c(NC(=O)c2ccc(OC)cc2)sc(C(=O)Nc2ccccc2C(F)(F)F)c1C	-2.4
CCNC(=S)Nc1sc2c(c1C(=O)OCC)CCC2	-15.2
CCOc1ccc(S(=O)(=O)N2CCSC2c2ccc3c4c(cccc24)CC3)cc1 (centres undefined)	-38.4
Clc1ccc(OCCCN2CCCCC2)cc1	-15.1
CCOC(=O)C1C(=O)NCC2CCCC21 (centres undefined)	-21.3
Cc1ccc(C(=O)N/C(=C/c2cccnc2)C(=O)NN)cc1	10.2
CCOC(=O)C1=C(C)NC(=O)NC1c1ccc(F)cc1F (centres undefined)	-17.4
COc1cc(/C=C2\SC(=S)N(CC(=O)N3CCCc4ccccc43)C2=O)cc(OC)c1OC	-4.8
CS(=O)(=O)N1CCN(c2ccc([N+](=O)[O-])c(Sc3cccc4cccnc34)c2)CC1	-3.0
Cc1cc(NC(=O)CSc2nc3ccccc3[nH]2)no1	-42.2
CCOc1cc(C(=O)Nc2c(C)cc(C)cc2C)cc(OCC)c1OCC	-6.2
NC(=NC(=NS(=O)(=O)c1ccccc1)c1ccccc1)SCc1ccccc1	-13.5
CC1=C(C(=O)OCCOC(C)C)C2(O)C(=O)c3ccccc3C2(O)N1 (centres undefined)	-6.4
O=C(O)c1ccc(NS(=O)(=O)c2cccs2)cc1	-15.6

In a second layout: results already given.
mol | DUSP3 inh
COc1cc(/C=C2\SC(=S)N(CC(=O)N3CCCc4ccccc43)C2=O)cc(OC)c1OC | -4.8
COCCOC(=O)c1ccc(NC(=O)c2ccc(Cl)cc2)cc1 | -6.7
Cc1ccc2sc(-c3ccc(NCc4ccc5c(c4)OCO5)cc3)nc2c1 | 1.2
O=C(O)c1ccc(NS(=O)(=O)c2cccs2)cc1 | -15.6

Remaining list, next part:
SMILES	DUSP3 inh
O=C(CCc1ccccc1)Nc1cc(Cl)cc(Cl)c1	-18.5
Cc1ccc(OCC(=O)Nc2ccc3oc(-c4cccnc4)nc3c2)cc1C	-19.2
COc1ccc(S(=O)(=O)N/N=C/c2ccc3c(c2)OCO3)cc1	-5.2
Clc1ccc(-c2nc(N3CCOCC3)c3ccccc3n2)c(Cl)c1	-5.2
C/C(=N\N=C1\NC(=O)C(CC(=O)Nc2ccccc2)S1)C(C)C (centres undefined)	-1.6
CC(C)(C)c1cc(C(=O)N/N=C/c2ccccc2Cl)n[nH]1	-5.5
CCOC(=O)c1ccccc1NC(=O)C1CN(S(=O)(=O)c2ccccc2)CCN1S(=O)(=O)c1ccccc1 (centres undefined)	-5.0
CC(C)c1ccc(CNC(=O)CSc2nnc(-c3cccc(F)c3)n2-c2ccccc2)cc1	-6.0
Cc1cccc(/C(N)=N/OC(=O)c2ccco2)c1	-6.1
Cc1c(C(=O)Nc2ccc(Cl)cc2)cnn1-c1ccccc1	-14.6
CCCN(CCC)CCCNC(=O)C(=O)Nc1cccc(C(F)(F)F)c1	-15.4
COc1ccc(N(CC(=O)N(Cc2ccccc2)Cc2ccccc2)S(C)(=O)=O)cc1	-20.5
O=C(NNC(=O)c1cccnc1)c1ccc(Br)cc1	-5.4
COc1ccc(Cl)cc1C(=O)NCC(C)C	-1.7
COC(=O)c1ccc(NC(=O)CCCOc2ccccc2)cc1	-15.5
O=C(CSc1ncn[nH]1)c1cccc([N+](=O)[O-])c1	0.8
CS(=O)(=O)N(Cc1ccc(Cl)cc1)c1ccc(C(=O)Nc2cccnc2)cc1	-3.7
Cc1nc(C)c(/C(O)=C/c2nc3ccc([N+](=O)[O-])cc3oc2=O)s1	-8.3
O=C(O)C(Cc1ccccc1)NC(=S)Nc1ccccc1 (centres undefined)	98.9*
COc1ccc(C2CC(=O)C3=C(C2)Nc2ccccc2NC3c2cc(C)ccc2C)cc1 (centres undefined)	11.6
Cc1cc(NC2CCCCC2)nc2ccccc12	8.0
Cc1ccc(S(=O)(=O)N(C)CCCC(=O)Nc2ccc(C)cc2C)cc1	-16.5
Oc1c(Br)cc(/C=N/Nc2nnc3c(n2)[nH]c2ccccc23)c(Br)c1O	-9.3
Cc1cc(/C=N/NC(=O)CC#N)c(C)n1-c1cc(Cl)cc(Cl)c1	31.1
CC1S/C(=N/N=C/c2ccccc2)NC1=O (centres undefined)	-13.8
(cont.)
SMILES	DUSP3 inh
COc1ccc(COC(=O)C2=C(C)NC(=O)NC2c2ccc(O)cc2)cc1 (centres undefined)	-28.6
O=C1CS/C(=N/N=C/c2ccccc2OCc2ccc(Cl)cc2Cl)N1	-9.2
O=C(/C=C/c1ccccc1)N1CCN(c2ccccn2)CC1	-3.1
CC1=C(C(=O)Nc2ccccc2)C(c2ccc(C)o2)N2C(=O)CSC2=N1 (centres undefined)	-2.1
CCOC(=O)c1nc2nc(-c3ccccc3)cc(C(F)(F)F)n2n1	-9.7
CCCc1cc(=O)oc2cc(OCc3ccc(Cl)cc3)ccc12	-3.0
Cc1ccc(C2N(Cc3ccccc3)CCN2Cc2ccccc2)s1	1.7
CCCOC(=O)c1c(NC(=O)/C=C/C(=O)O)sc2c1CCCC2	1.4
O=C1N/C(=N/N=C\c2ccc(-c3ccc(Cl)cc3)o2)SC1Cc1ccccc1 (centres undefined)	1.4
O=C(NC1CCCCCCC1)c1cnccn1	-17.2
CC(C)(C)N1C(=O)NC(=O)C(=Cc2cccs2)C1=O	2.9
COc1ccc(-c2cc(C(=O)Nc3cccc(C)c3)c3ccccc3n2)cc1	42.0
CCOC(=O)C(=CNc1ccc(C(N)=O)cc1)C(=O)OCC	1.5
Cc1ccc(N2C(=O)NC(=O)/C(=C\c3ccc(OCc4cccc(C(=O)O)c4)cc3)C2=O)cc1	-2.6
COc1ccc(OC)c(N(CC(=O)Nc2ccc3ccccc3c2)S(C)(=O)=O)c1	-29.2
CC1=C(C(=O)OCc2ccc3c(c2)OCO3)C(c2ccc(O)c([N+](=O)[O-])c2)NC(=O)N1 (centres undefined)	-1.0
CCOC(=O)c1ccc(NC(=S)NC(NC(=O)c2ccccc2Br)C(Cl)(Cl)Cl)cc1 (centres undefined)	-9.7
CCN(CC)S(=O)(=O)c1ccc(C(C)(C)C)cc1	-21.6
COc1cc(OC)cc(C(=O)Nc2nc3ccc4ccccc4c3s2)c1	-1.8
CCOc1ccc(N2C(=O)/C(=C/c3cc(Br)c(O)c(OC)c3)C(=O)NC2=S)cc1	6.5
Cc1ccc(OCC(=O)N2CCC(Cc3ccccc3)CC2)c(Br)c1	-4.1
Cc1cccc2c(C(=O)O)cc(C(=O)O)nc12	5.0
O=C(CCNc1cccc(C(F)(F)F)c1)c1cccc([N+](=O)[O-])c1	-5.2
CCOC(=O)CC(NC(=O)c1nc[nH]c1[N+](=O)[O-])C(=O)OCC (centres undefined)	-12.7
O=C(O)c1ccccc1C(=O)OCCCC(F)(F)C(F)(F)F	-4.8
(list continues)
SMILES	DUSP3 inh
Cc1ccc(-n2ncnc2-c2cccc(Br)c2)cc1Cl	-6.0
O=C(Nc1ccc(Cl)c(Cl)c1)c1cccc2ccccc12	-11.8
C/C(=N\N=C1/NC(=O)C(C)S1)c1ccc(Br)cc1 (centres undefined)	-6.2
O=C(COc1ccc(Cl)cc1Cl)Nc1ccc(-c2nc3ccccc3s2)c(O)c1	-1.3
CC(C)(C)c1ccc(/C=C2\NC(=S)NC2=O)cc1	14.2
O=C(CC1CCCCC1)NCc1ccccc1	-6.0
CC(=O)NN1C(=O)/C(=C/c2ccc(Br)o2)SC1=S	4.6
Cc1cccc(C2C3(OC(c4ccc(Br)cc4)C24C(=O)c2ccccc2C4=O)C(=O)c2ccccc2C3=O)c1 (centres undefined)	-14.7
O=C(COc1ccc(Cl)cc1)Nc1ccc2c(c1)Cc1ccccc1-2	-1.1
Cc1ccccc1OCC(=O)O/N=C(\N)Cc1ccc(Cl)cc1	-11.0
Cc1onc(-c2ccccc2Cl)c1C(=O)NC1CCCCCC1	-28.1
CCOC(=O)C1=C(O)/C(=C/N(C)C)SC1=Nc1ccccc1	-8.1
COCCOC(=O)c1c(C)oc2ccc(OC(=O)c3ccc(Cl)cc3)cc12	-26.1
CCOc1ccc(C2C(C(C)=O)=C(O)C(=O)N2CCN(C)C)cc1 (centres undefined)	-0.4
O=c1cc(N2CCCCC2)c2ccccc2n1-c1ccccc1	-10.1
Cc1cc(C)cc(OCCCNCCO)c1	-13.0
Cc1cc(-c2ccccc2)nc(N/N=C/c2ccccc2F)n1	-38.3
CCOC(=O)c1oc2c(c1C)C(Cl)=C(C=O)CC2	9.3
O=C(N=Nc1c(O)[nH]c2ccc(Br)cc12)c1cccnc1	1.6
CC1=C(C(=O)OCc2ccccc2)C(c2cc3c(cc2Cl)OCO3)C2=C(CC(C)(C)CC2=O)N1 (centres undefined)	9.8
O=C(CCCN1C(=O)c2ccccc2C1=O)Nc1ccccc1C(=O)N1CCCC1	-6.1
COc1ccccc1Nc1nc(-c2ccc(C)cc2)cs1	7.8
CCOC(=O)c1c[nH]c2c(Cl)cc(Cl)cc2c1=O	6.2
CCC(NC(=O)c1ccccc1NC(=O)c1ccc(OC)cc1)C(=O)O (centres undefined)	-18.7
Cc1ccc(N2C(=O)NC(=O)/C(=C\c3ccc4c(c3)OCO4)C2=O)cc1C	4.1
The list goes on:
SMILES	DUSP3 inh
CCCCNC(=O)/C(=C\c1ccc(-c2cccc([N+](=O)[O-])c2)o1)NC(=O)c1ccccc1	6.3
COc1ccc(OC)c(C2=C/C(=C/c3cccc(OC)c3O)C(=O)O2)c1	1.0
C=CCSc1nc2ccccc2n1C(=O)CCCN1C(=O)c2cccc3cccc(c23)C1=O	-15.2
Cc1ccccc1C(=O)Nc1cccc(NC(=O)/C=C/c2ccc(-c3ccccc3[N+](=O)[O-])o2)c1	-6.3
CCCCNc1c([N+](=O)[O-])c(=O)n(C)c2ccccc12	2.4
O=C(N/N=C/c1ccco1)c1cc(=O)[nH]c2ccccc12	-14.0
CCOc1ccc(NC2=C(Cl)C(=O)N(c3ccc(C)cc3C)C2=O)cc1	-2.0
CN1CCN(c2nc(-c3ccccc3O)nc3ccccc23)CC1	-16.0
O=C(Nc1sc2c(c1C(=O)Nc1ccccn1)CCCCC2)c1ccccc1F	-6.4
